Screening results (PubChem)
Abeta rescue – restores growth of yeast expressing A-beta42 peptide; Potency, µM (highest dose often 46.1 µM), for inactives: at the highest dose growth rescue, most hits filed as activators; hit rate 0.063% among 410,000; yeast expressing A-beta42, growth rescue, OD600, 48 h; response scale: 0% DMSO, 100% iron-clioquinol control; note: potency is the fitted concentration of half-maximal effect; nearly all actives have a fitted effect of over 55% in size
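Growth rescue measured by 600 nm absorbance after 48 h yeast culture at 30 C with compound. Values normalized between DMSO and an equimolar ferric chloride plus clioquinol control.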
PLK1 PBD inh – inhibitors of human PLK1 polo-box domain binding; P53350; Plk1 PBD binding of FITC phosphopeptide, fluorescence polarization; Potency, µM, for the others: max response, negative = inhibition, usual class: inhibitors; hit rate 2.8% among 360,000; AID 720504; note: potency is the fitted concentration of half-maximal effect; series mostly up to about 57 µM; % is set by controls: 0 for no effect and ±100 for the full control effect; nearly all actives have a fitted effect of over 65% in size
PI5P4Ka inh – inhibitors of human PI5P4K alpha | PI5P4Kalpha enzyme, ADP-Glo luminescence, 60 min; hits give low values | hit rate 1.2% among 330,000 | AID 652105 | max response, %; active = max response of -50% or lower; inconclusive = between -30% and -50%; inactive = -30% or higher; note: value at the top dose of about 77 µM; % is set by controls: 0 for no effect and ±100 for the full control effect
Target sequence (P48426 whole entry, looked up): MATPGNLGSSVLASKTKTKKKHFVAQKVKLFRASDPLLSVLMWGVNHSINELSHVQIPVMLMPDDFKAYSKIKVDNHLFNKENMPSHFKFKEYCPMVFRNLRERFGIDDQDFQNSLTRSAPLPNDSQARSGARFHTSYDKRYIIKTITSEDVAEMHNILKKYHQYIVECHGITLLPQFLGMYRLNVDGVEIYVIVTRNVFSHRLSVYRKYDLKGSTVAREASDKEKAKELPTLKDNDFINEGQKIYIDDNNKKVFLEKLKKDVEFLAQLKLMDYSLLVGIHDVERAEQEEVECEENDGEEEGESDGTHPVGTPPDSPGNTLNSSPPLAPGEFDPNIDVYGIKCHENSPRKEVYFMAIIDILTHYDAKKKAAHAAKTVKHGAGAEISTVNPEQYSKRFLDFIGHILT
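ADP-Glo luminescence end-point after a 60 min room-temperature kinase reaction. PI5P4Kalpha and substrate in HEPES pH 7.4 buffer with EGTA, 0.1% CHAPS and 5% DMSO; ATP at 5 microM final.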
EPAC1 antagonist – antagonists of human EPAC1. O95398. EPAC1 GEF assay, Rap1b-BODIPY-GDP exchange fluorescence. AID 720709. Potency, µM (highest dose often 115 µM), for inactives: at the highest dose activity change, negative = inhibition, usual class: inhibitors. hit rate 0.14% among 360,000;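 note: potency is the fitted concentration of half-maximal effect; plate controls were vehicle for no effect and positive control for full effect; nearly all actives have a fitted effect of over 50% in size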
WRN inhibitor – blocks human WRN helicase; Q14191; Potency, µM (top dose mostly 114 µM), for the others: at the top dose activity change, negative = inhibition, hits mostly inhibitors; AID 651768; WRN helicase unwinding, fluorescent forked duplex, kinetic; hit rate 0.46% among 360,000; note: potency is the fitted concentration of half-maximal effect; % is set by controls: 0 for no effect and ±100 for the full control effect; nearly all actives have a fitted effect of over 55% in size
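Primary qHTS, 1536-well format. 20 nM WRN + compound, 15 min RT; start with 100 nM forked fluorophore/quencher duplex, 2 mM ATP (final); kinetic read ex 525/em 598 nm.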
FUS yeast rescue – FUS proteinopathy suppression in yeast; S. cerevisiae FUS-expressing, growth rescue, OD600, 24 h; hit rate 0.24% among 390,000; Potency, µM (titrated, usually from 76.6 µM), without a hit: top-dose growth rescue (activation), usual class: activators;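 note: potency is the fitted concentration of half-maximal effect; plate controls were DMSO vehicle for no effect and reference control for full effect; nearly all actives have a fitted effect of over 55% in size; some results filed as inactive show a strong effect at the top dose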
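Steps: raffinose overnight preculture; dilution to OD 0.005 in 2% galactose minimal medium; compound addition (concentration series); 24hr at 30C, 99% humidity; absorbance read at 600 nm.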
IL2 activator – activates IL-2 in a cell-based reporter assay; IL-2 activation reporter assay, cell-based qHTS; stimulated with anti-CD3/CD4/CD28 beads; in transgenic mouse T cells; activation, % (series mostly up to about 46 µM); hit rate 0.065% among 360,000; in the data active = activation above about 50%; inconclusive = mostly about 30% to 49%; note: 0% is about no effect
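Unstimulated transgenic mouse T cells, 750 per well, received compound and, after 60 minutes, anti-CD3/anti-CD4 bead plus anti-CD28 stimulation. EGFP and DsRed were quantified after 18 hours.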
EPAC1 ag – activates human EPAC1 exchange factor | EPAC1 agonist qHTS, biochemical assay; response scale: 100% = response to 6.5 mM cAMP | Potency, µM (top dose mostly 154 µM), inactives show at the top dose activation, actives largely listed as activators | hit rate 0.073% among 360,000 | AID 720707; note: potency is the fitted concentration of half-maximal effect; nearly all actives have a fitted effect of over 60% in size
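Nucleotide exchange assay: 100 nM EPAC1 with 250 nM Rap1B loaded with BODIPY-GDP and 50 uM GDP, room temperature. Fluorescence (480/540 nm) read every 5 min for 30 min; signal change normalized to 6.5 mM cAMP as full agonist.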
* marks the source's active call; other numbers are inactive results; ? = inconclusive; . = not tested or not shown; [ ] = another dose, or the depositor's remark. Unless noted, calls come from the whole dose curve; as a rule, active = well fitted curve in the direction sought with a large enough effect; inconclusive = small, poorly fitted or top-dose-only effect, or another doubt; inactive = no such curve, though single readings can be large; an effect the other way counts as inactive or inconclusive.

SMILES	Abeta rescue	PLK1 PBD inh	PI5P4Ka inh	EPAC1 antagonist	WRN inhibitor	FUS yeast rescue	IL2 activator	EPAC1 ag
O=C(O)c1cccc(NC2=C(n3nnc4ccccc43)C(=O)c3ccccc3C2=O)c1	14.6%	-1.0%	-0.5	-3.8%	1.2%	-0.3%	2.2	-1.2%
CCOC(=O)Cc1nnc(NC(=O)CSc2nc3ccccc3[nH]2)s1	-3.9%	-5.7%	-4.2	0.8%	-18.3%	2.1%	-1.6	2.8%
Cc1ccc(SCCC(=O)Nc2cc(C)on2)cc1	-9.8%	-15.9%	4.8	13.4%	16.8%	8.4%	0.2	6.5%
Cc1ccc(C(NC(=O)CN2C(=O)NC3(CCCC3)C2=O)c2ccccc2)cc1 (stereo not drawn)	14.0%	2.4%	6.1	-8.0%	4.2%	0.3%	0.5	6.1%
Nc1ccc(CC2SC(=O)NC2=O)cc1 (stereo not drawn)	3.4%	-24.8%	-5.4	-3.4%	-5.0%	20.7%	0.1	-2.8%
COc1cc(C2C=C(Nc3ccccc3)C(=O)N2c2ccccc2)ccc1O (stereo not drawn)	13.9%	-10.4%	6.4	-11.9%	-8.8%	17.9%	-0.2	29.1%
COc1cc(OC)cc(C(=O)Nc2ccc(NC(=O)c3ccco3)c(Cl)c2)c1	-8.9%	?	0.0	?	-2.5%	18.8%	-0.2	12.5%
COc1ccc(Oc2cccc(Cl)c2CNC(=O)CSCC(=O)O)cc1	6.3%	-8.3%	-2.3	2.3%	8.0%	16.8%	-0.5	9.2%
Cc1ccccc1C(=O)Nc1ccccc1N1CCCCC1	2.5%	-3.6%	7.7	1.5%	-4.5%	14.3%	0.4	-6.4%
Cc1cc[n+](-c2nc3ccccc3nc2C(=C=[N-])C#N)cc1	-4.9%	-9.1%	-20.9	5.3%	-12.7%	27.3%	-3.7	0.7%
Cc1ccc(C2c3c(oc4ccccc4c3=O)C(=O)N2c2nncs2)cc1 (stereo not drawn)	-5.1%	-12.2%	0.0	0.0%	-1.5%	-9.0%	-0.6	4.3%
Cc1cccc(N2CCN(C(=O)c3ccccc3SCC(=O)N3CCCC3)CC2)c1C	9.5%	-16.7%	1.3	-15.7%	-1.5%	.	-0.2	-4.2%
O=C(COC(=O)CCC(=O)c1ccc(F)cc1)Nc1ccc(F)cc1F	-5.1%	-5.1%	-10.7	-16.7%	-1.7%	-9.2%	-0.5	-5.6%
Cc1ccc(CNC(=O)C2(C(F)(F)F)C/C(=C\Cc3ccccc3)CCCO2)o1 (stereo not drawn)	1.1%	-13.1%	-23.0	-0.2%	-2.7%	5.5%	-0.8	-0.3%
CCc1ccc(C(=O)COC(=O)c2cncc(Br)c2)cc1	-0.2%	-11.0%	6.7	4.0%	3.3%	9.6%	0.4	-4.8%
COc1ccc(NC(=O)CCNS(=O)(=O)c2ccccc2F)cc1S(=O)(=O)N1CCOCC1	-14.6%	-1.8%	3.9	-5.6%	-5.2%	-19.8%	1.2	7.6%
COc1ccc(Oc2cn[nH]c2-c2ccc(OCC(=O)NN)cc2O)cc1	-17.3%	5.9%	-14.6	-10.7%	-2.8%	38.6%	2.3	0.7%
Cc1ccc(C(=O)C(C)OC(=O)c2cc3cc([N+](=O)[O-])ccc3oc2=O)cc1 (stereo not drawn)	-41.9%[inhibitor]	-6.3%	.	-4.9%	-10.5%	14.2%	-2.5	-2.2%
O=C(N/N=C/c1c[nH]c2c1ccc1ccccc12)c1ccc([N+](=O)[O-])cc1	-2.0%	-4.4%	-26.5	-4.4%	-25.4%[57.1 µM]	-15.2%	0.8	3.4%
COc1ccc(/C=C2\CCC/C(=C\c3ccc(OC)c(OC)c3OC)C2=O)c(OC)c1OC	9.0%	7.3%	14.8	-18.3%	-7.7%	25.4%	-2.1	1.1%
Cc1nn(C)c(C)c1S(=O)(=O)N(CC(=O)NC1CCCCCC1)c1ccc(C(C)C)cc1	-5.0%	-14.3%	4.7	-9.1%	0.6%	-21.3%	-2.7	-22.7%

An excerpt from above with just EPAC1 ag:
SMILES,EPAC1 ag
Nc1ccc(CC2SC(=O)NC2=O)cc1 (stereo not drawn),-2.8%
COc1cc(C2C=C(Nc3ccccc3)C(=O)N2c2ccccc2)ccc1O (stereo not drawn),29.1%
COc1cc(OC)cc(C(=O)Nc2ccc(NC(=O)c3ccco3)c(Cl)c2)c1,12.5%
COc1ccc(Oc2cccc(Cl)c2CNC(=O)CSCC(=O)O)cc1,9.2%
Cc1ccccc1C(=O)Nc1ccccc1N1CCCCC1,-6.4%
Cc1cc[n+](-c2nc3ccccc3nc2C(=C=[N-])C#N)cc1,0.7%

Laid out differently: 2 of the compounds above
mol | Abeta rescue | PLK1 PBD inh | PI5P4Ka inh | EPAC1 antagonist | WRN inhibitor | FUS yeast rescue | IL2 activator | EPAC1 ag
COc1cc(C2C=C(Nc3ccccc3)C(=O)N2c2ccccc2)ccc1O (stereo not drawn) | 13.9% | -10.4% | 6.4 | -11.9% | -8.8% | 17.9% | -0.2 | 29.1%
COc1cc(OC)cc(C(=O)Nc2ccc(NC(=O)c3ccco3)c(Cl)c2)c1 | -8.9% | ? | 0.0 | ? | -2.5% | 18.8% | -0.2 | 12.5%
